Source: PubChem BioAssay
D2 potentiator: HTS Assay for Positive Allosteric Modulators of the Human D2 Dopamine Receptor: Primary Screen for Potentiators; HEK293 T-REx D2, calcium flux, EC20 dopamine potentiation; potentiation, % at 10 µM; 0.34% of 340,000 active; AID 485347, 2010; D(2) dopamine receptor (Homo sapiens), P14416;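 active means potentiation over 3 SD above the plate norm, cut at about 30% in these data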; further: 0% is about no effect
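Potentiation of an EC20 dopamine calcium response measured kinetically over 180 s, after a preceding 180 s compound-only read flagging agonists. Cells: inducible Hek293 Trex D2 line, 4000/well, cultured overnight at 30 C before dye loading.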
TRHR agonist: qHTS for Small Molecule Agonists and Allosteric Enhancers of Human TRH Receptor: Primary Screen for Agonists | TRHR cells, calcium flux fluo-8, FDSS agonist mode | activation, % at 2 µM | 0.18% of 360,000 active | AID 493084, 2011; in the data active means activation above about 30%; further: 0% is about no effect
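Fluo-8-loaded TRHR cells; 10 s baseline, compound added, kinetic Ca2+ fluorescence read 1/s, agonist mode.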
D1 agonist: Allosteric Agonists of the Human D1 Dopamine Receptor: qHTS | activation, % at 2 µM | 1% of 360,000 active | D(1A) dopamine receptor (Homo sapiens), P21728 | HEK293 T-REx D1 cells, calcium flux, agonist mode | AID 504660, 2011; in the data active means activation above about 30%; further: 0% is about no effect
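Tetracycline-induced HEK293 TREx D1 cells, force-coupled to calcium signalling, were dye-loaded with a no-wash calcium kit. Compound was pin-added after a 10 s baseline. Fluorescence was read kinetically at 1 cycle/s for 180 s, with calcium rises flagged as agonism.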
TRHR enhancer: qHTS for Small Molecule Agonists and Allosteric Enhancers of Human TRH Receptor: Primary Screen for Enhancers | TRHR cells, fluo-8 calcium fluorescence, EC20 TRH enhancement | enhancement, % at 2 µM | 0.66% of 360,000 active | AID 493056, 2011 | Thyrotropin-releasing hormone receptor (Homo sapiens), P34981; in the data active means enhancement above about 30%; further: 0% is about no effect
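Enhancer read-out: after compound pinning and an initial kinetic agonist-mode read, an EC20 of TRH (10 nM final) was injected and fluo-8 calcium signal (Ex 480/Em 530) followed at 1 s/cycle for 100 cycles in TRHR-expressing cells.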
RXFP1 antagonist: qHTS Assay for Antagonists of the Relaxin Receptor RXFP1; Relaxin receptor 1 (Homo sapiens), Q9HBX9; 0.59% of 350,000 active; HEK293-RXFP1, relaxin-stimulated cAMP HTRF, 30 min; hits give low values; activity change, negative = inhibition, % at 57.5 µM;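 active means activity change of -60% or lower, but not beyond a set lower limit; inconclusive means change between -60% and -40%, or beyond the set limit; inactive means change above -40%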; further: on the % scale 0 is the no-effect control and ±100 the full control effect
Target sequence (Q9HBX9 whole entry, looked up): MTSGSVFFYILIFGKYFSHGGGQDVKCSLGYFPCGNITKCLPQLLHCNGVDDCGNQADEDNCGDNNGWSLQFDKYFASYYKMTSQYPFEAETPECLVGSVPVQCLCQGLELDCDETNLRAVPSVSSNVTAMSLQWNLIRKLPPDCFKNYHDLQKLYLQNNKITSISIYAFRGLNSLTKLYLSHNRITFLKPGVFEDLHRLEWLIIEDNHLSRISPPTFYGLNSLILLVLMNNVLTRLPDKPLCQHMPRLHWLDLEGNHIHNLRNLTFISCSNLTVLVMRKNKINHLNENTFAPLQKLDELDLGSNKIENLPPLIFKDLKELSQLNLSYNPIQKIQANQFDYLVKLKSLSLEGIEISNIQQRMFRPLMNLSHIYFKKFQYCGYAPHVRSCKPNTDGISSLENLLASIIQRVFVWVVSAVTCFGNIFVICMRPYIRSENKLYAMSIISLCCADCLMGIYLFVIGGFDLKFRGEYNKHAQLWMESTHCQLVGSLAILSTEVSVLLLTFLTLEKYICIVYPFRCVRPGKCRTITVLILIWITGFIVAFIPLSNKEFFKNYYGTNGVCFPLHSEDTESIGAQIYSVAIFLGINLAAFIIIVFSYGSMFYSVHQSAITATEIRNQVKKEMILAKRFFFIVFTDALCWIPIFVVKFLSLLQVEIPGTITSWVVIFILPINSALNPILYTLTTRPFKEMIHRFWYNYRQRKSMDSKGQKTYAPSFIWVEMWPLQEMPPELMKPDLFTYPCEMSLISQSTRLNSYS
Anesthetic bind: qHTS Assay for Identification of Novel General Anesthetics; Ferritin light chain (Equus caballus), P02791; apoferritin/1-aminoanthracene competitive binding, fluorescence; Potency, µM (top dose mostly 77.5 µM), inactives show at the highest dose activity change, negative = displacement, hits mostly inhibitors; 0.074% of 350,000 active; AID 485281, 2010; further: potency means the concentration at half of the fitted maximal effect; on the % scale 0 is the no-effect control and ±100 the full control effect; nearly all actives have a fitted effect of over 20% in size
Target sequence (P02791 2-175 limits assumed): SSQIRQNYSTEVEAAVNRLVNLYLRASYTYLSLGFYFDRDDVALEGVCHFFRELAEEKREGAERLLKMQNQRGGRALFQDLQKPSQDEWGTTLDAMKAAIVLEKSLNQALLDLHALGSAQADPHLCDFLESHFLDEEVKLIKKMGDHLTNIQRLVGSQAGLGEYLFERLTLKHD
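Horse-spleen apoferritin (10 uM) was mixed with 50% saturated 1-aminoanthracene in PBS, exposed to compounds for 10 min at room temperature, and read for fluorescence (ex 380 nm, em 535 nm). Competitive displacement was fitted with a four-parameter Hill equation.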
RXFP1 ag: qHTS Assay for Agonists of the Relaxin Receptor RXFP1; AID 2676, 2010; Potency, µM (doses to about 57.5 µM), without a hit: at the highest dose activation, usual class: activators; 0.3% of 370,000 active; HEK293T-RXFP1 cAMP TR-FRET, 30 min; response scale: percent of porcine relaxin response, buffer zero; Relaxin receptor 1 (Homo sapiens), Q9HBX9; further: potency means the concentration at half of the fitted maximal effect; on the % scale 0 is the no-effect control and ±100 the full control effect; nearly all actives have a fitted effect of over 60% in size; many of its hits are not listed in these tables
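HEK293 cells stably expressing RXFP1, treated 30 min at 37C with compounds plus PDE4 inhibitor Ro 20174; cAMP measured by HTRF TR-FRET. Normalized to buffer and 29 nM porcine relaxin; EC50 by Hill fit.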
D1 PAM: Potentiators of Human D1 Dopamine Receptor: qHTS | D(1A) dopamine receptor (Homo sapiens), P21728 | HEK293 TREx D1 cells, calcium flux, dopamine EC20 potentiation | potentiation, % at 10 µM | 0.036% of 360,000 active; in the data active means potentiation above about 30%; further: 0% is about no effect
D1 antag: Antagonist of Human D 1 Dopamine Receptor: qHTS; D(1A) dopamine receptor (Homo sapiens), P21728; HEK293 TREx D1 cells, calcium flux, dopamine EC80; hits give low values; activity change, negative = inhibition, % at 10 µM; 3.2% of 360,000 active; in the data active means activity change below about -30%; further: on the % scale 0 is the no-effect control and ±100 the full control effect
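Calcium flux readout: force-coupled, inducible Hek293 Trex D1 line, cells induced overnight at 30 C with tetracycline, dye-loaded 30–90 min at RT. Antagonism scored against EC80 dopamine challenge given 180 s after compound.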
An asterisk follows results filed as active; ? = inconclusive; / = no result given. Unless noted, the call rests on the fitted dose curve; in most records, active means well fitted curve in the direction sought with a large enough effect; inconclusive means small, poorly fitted or top-dose-only effect, or another doubt; inactive means no such curve, though single readings can be large; an effect the other way counts as inactive or inconclusive. Not all compounds are listed (hit frequency here may not be typical).

smiles	RXFP1 antagonist	Anesthetic bind	D1 antag	D2 potentiator	TRHR enhancer	TRHR agonist	D1 agonist	RXFP1 ag	D1 PAM
O=C(NCc1c(F)cccc1F)c1cc(COc2c(F)cccc2F)on1	-5	?	-22	4	1	-1.5	12	-2.2%	4
COc1ccc(OCc2cc(C(=O)N3CCSCC3)no2)c(Cl)c1	-9	?	-6	5	-1	-0.1	5	3.0%	-12
COc1ccccc1CNC(=O)c1ccc(-c2nc(CN3CCc4ccccc43)c(C)o2)cc1	/	-6%	-4	4	1	0.1	1	2.8%	-2
Cc1cc(C)c2cc(CN(Cc3cccnc3)C(=O)c3ccc(F)cc3)c(Cl)nc2c1	-13	?	8	6	-7	-0.4	-1	4.2%	-1
Cc1cc(C)nc(N2CCCC(C(=O)NC(C)C)C2)n1 (centres undefined)	-2	-4%	0	-19	-3	-0.3	0	0.6%	-5
COc1ccc(C)cc1NC(=O)Nc1ccc2c(c1)CCC2	-11	2%	-44*	-20	0	-0.2	0	-3.1%	-4
CCOC(=O)N1CCc2c(sc3c2c(=O)n(Cc2ccccc2)c(=O)n3Cc2cc(C)ccc2C)C1	9	3%	4	4	5	-0.2	1	-3.2%	-3
CCOn1c(-n2nc(C)cc2C)nc2ccccc2c1=O	0	-3%	14	-3	-2	-0.3	-2	3.8%	4
O=C(NCc1cc([N+](=O)[O-])ccc1O)c1cc(-c2ccncc2)nc2ccccc12	?	-3%	7	4	-8	7.0	4	0.6%	6
Cn1cc(Br)c(C(=O)Nc2sc3c(c2C(N)=O)CCC3)n1	-17	-4%	19	1	0	-0.5	3	-0.3%	-1
Cc1ccccc1NC(=O)Cc1nc(-c2ccc3ccccc3c2)cs1	-10	-23%	-5	-5	6	-0.7	5	2.2%	-6
CC(=O)Nc1ccn(Cc2c(F)cccc2Cl)n1	1	-14%	7	0	0	0.2	3	1.0%	0

(list continues)
smiles	RXFP1 antagonist	Anesthetic bind	D1 antag	D2 potentiator	TRHR enhancer	TRHR agonist	D1 agonist	RXFP1 ag	D1 PAM
CCN(CC)S(=O)(=O)c1ccc(NC(=O)c2ccc(Cl)nc2)cc1	-2	-10%	-26	-19	-1	0.4	4	-2.2%	1
O=C(NC1CCCCCCC1)c1ccc(Br)o1	-12	?	24	13	1	-0.8	5	1.1%	0
COc1cc(S(=O)(=O)Nc2cccc(C)c2)ccc1NC(=O)c1cccnc1	4	-6%	-7	13	2	0.0	3	-1.0%	-2
O=C(NCCN1C(=O)S/C(=C\c2ccccc2F)C1=O)C1=COCCO1	-13	/	-30	-8	3	-0.3	12	1.4%	-5
Cc1c(C(=O)N2CCCCC2)c(S(=O)(=O)N(C)Cc2ccco2)c(C)n1C	19	-5%	6	-8	-3	-0.1	3	0.4%	0
CCOC(=O)c1cnc2c(ccc3ccccc32)c1N	6	-7%	0	2	-4	0.0	1	5.0%	-1
CC1CCC(C(C)C)C(OC(=O)COC(=O)c2ccc(N)cc2)C1 (centres undefined)	-12	-18%	-9	-6	14	0.5	1	2.0%	3
C/C(=N\NC(=O)c1ccccc1)c1ccc(-n2ccnc2)cc1	2	0%	-8	3	4	-0.3	1	-0.5%	-5
CCC(=O)NC1CC(=O)N(c2ccc3c(c2)OCCO3)C1 (centres undefined)	-4	0%	/	10	0	0.2	-1	2.4%	-2
CCc1ccc(NCc2cc3ccc(OC)cc3n(CC(=O)Nc3cccc(Cl)c3C)c2=O)cc1	/	-12%	25	2	1	0.0	2	2.1%	1
COc1ccc(C(=O)Nc2nnc(SCc3cc(=O)n4cccc(C)c4n3)s2)cc1	-13	-6%	-22	12	-2	0.4	5	17%	2
NC(=O)NC(=O)COC(=O)c1cccnc1Nc1ccccc1F	-3	0%	4	-9	-5	-1.9	5	-1.5%	0

Additional results follow.
smiles	RXFP1 antagonist	Anesthetic bind	D1 antag	D2 potentiator	TRHR enhancer	TRHR agonist	D1 agonist	RXFP1 ag	D1 PAM
O=C(NCCOc1ccc(F)cc1)C1CCC(=O)N(CCc2ccccn2)C1 (centres undefined)	-1	-6%	-2	15	15	0.5	5	1.5%	-2
Cc1cc(C(=O)NNC(=S)Nc2ccccc2C)cs1	3	-1%	0	-2	-17	-0.9	2	-1.1%	-4
NC(=O)c1ccc(NC(=O)COC(=O)CCSc2ccccc2)cc1	-13	3%	0	-10	1	-1.6	1	-1.1%	-10
Cc1nc2ccc(S(=O)(=O)Nc3cc(-c4nc5cccnc5s4)ccc3C)cc2s1	4	-21%	-6	-3	2	-0.5	0	14%	-9
CNC(=S)N(Cc1cc2ccc(OC)cc2[nH]c1=O)CC1CCCO1 (centres undefined)	-5	-1%	-4	-3	22	-0.1	16	1.1%	12
O=C(NCCc1ccncc1)Nc1ccc(Cl)c(Cl)c1	-17	-15%	-25	-7	2	-0.4	8	1.0%	-9
COc1ccc(NC(=O)C(=O)c2cn(CC(=O)N3CCCC3)c3ccccc23)c(OC)c1	1	-9%	-29	-1	-9	0.6	1	-0.7%	-3
Cc1cccc(C)c1-n1c(SCC(=O)NCc2ccco2)nc2ccccc2c1=O	-5	-18%	-13	0	-3	0.2	2	1.1%	-1
O=C(c1ccc(Cl)c(Cl)c1)N1CCN(Cc2ccc3c(c2)OCO3)CC1	3	-17%	0	-1	-4	-0.7	-2	-0.5%	-4
Cc1nc(-c2ccccn2)nc(SCC(=O)c2ccccc2)c1Cl	10	-20%	-3	-4	-4	-0.4	0	1.2%	5
N#CSC(c1ccccc1)c1nc2ccccc2[nH]c1=O (centres undefined)	-22	-17%	-23	13	-2	0.3	0	0.0%	-3
COc1ccc2ccccc2c1CNCCCN1CCOCC1	-8	-5%	17	-4	4	0.1	8	-1.9%	17

Not a retest: an excerpt of the list.
smiles	RXFP1 antagonist	Anesthetic bind	D1 antag	D2 potentiator	TRHR enhancer	TRHR agonist	D1 agonist	RXFP1 ag	D1 PAM
O=C(NCCOc1ccc(F)cc1)C1CCC(=O)N(CCc2ccccn2)C1 (centres undefined)	-1	-6%	-2	15	15	0.5	5	1.5%	-2
Cc1cc(C(=O)NNC(=S)Nc2ccccc2C)cs1	3	-1%	0	-2	-17	-0.9	2	-1.1%	-4
NC(=O)c1ccc(NC(=O)COC(=O)CCSc2ccccc2)cc1	-13	3%	0	-10	1	-1.6	1	-1.1%	-10
Cc1nc2ccc(S(=O)(=O)Nc3cc(-c4nc5cccnc5s4)ccc3C)cc2s1	4	-21%	-6	-3	2	-0.5	0	14%	-9
CNC(=S)N(Cc1cc2ccc(OC)cc2[nH]c1=O)CC1CCCO1 (centres undefined)	-5	-1%	-4	-3	22	-0.1	16	1.1%	12
O=C(NCCc1ccncc1)Nc1ccc(Cl)c(Cl)c1	-17	-15%	-25	-7	2	-0.4	8	1.0%	-9
COc1ccc(NC(=O)C(=O)c2cn(CC(=O)N3CCCC3)c3ccccc23)c(OC)c1	1	-9%	-29	-1	-9	0.6	1	-0.7%	-3
Cc1cccc(C)c1-n1c(SCC(=O)NCc2ccco2)nc2ccccc2c1=O	-5	-18%	-13	0	-3	0.2	2	1.1%	-1
O=C(c1ccc(Cl)c(Cl)c1)N1CCN(Cc2ccc3c(c2)OCO3)CC1	3	-17%	0	-1	-4	-0.7	-2	-0.5%	-4
Cc1nc(-c2ccccn2)nc(SCC(=O)c2ccccc2)c1Cl	10	-20%	-3	-4	-4	-0.4	0	1.2%	5
N#CSC(c1ccccc1)c1nc2ccccc2[nH]c1=O (centres undefined)	-22	-17%	-23	13	-2	0.3	0	0.0%	-3
COc1ccc2ccccc2c1CNCCCN1CCOCC1	-8	-5%	17	-4	4	0.1	8	-1.9%	17

Remaining list, next part.
smiles	RXFP1 antagonist	Anesthetic bind	D1 antag	D2 potentiator	TRHR enhancer	TRHR agonist	D1 agonist	RXFP1 ag	D1 PAM
O=C(/C=C/c1cccc([N+](=O)[O-])c1)NC(=S)Nc1ccccc1C(=O)O	/	-12%	0	5	2	-0.4	-3	-0.1%	0
COc1ccc(N2CCN(C(c3ccc4ncccc4c3)c3nnnn3C(C)C)CC2)cc1 (centres undefined)	1	7%	6	1	3	-0.4	2	-0.1%	3
COc1ccc(/C=C(\NC(=O)c2ccccc2)C(=O)OC[C@@H]2CCC[N+]3(C)CCCCC23)cc1OC (some centres undefined)	1	-8%	-4	/	13	-0.2	1	-1.1%	-4
COc1ccc(-c2nnc(NC(=O)C(C)C)o2)cc1	/	-2%	11	-1	7	0.3	4	0.5%	/
Cc1ccc(C2c3[nH]c4ccccc4c3C[C@H]3C(=O)N(c4ccccc4C(=O)N4CCC[C@H]4C(=O)O)C(=O)N23)cc1 (some centres undefined)	/	-1%	-13	15	3	0.3	2	3.4%	-4
CC(C)C(C)(C#N)NC(=O)CN1C(=O)NC2(CCCc3ccccc32)C1=O (centres undefined)	10	-16%	-7	-13	0	-0.1	1	0.2%	0
CN(C)c1ccc(C2CNC(c3ccc(Cl)c([N+](=O)[O-])c3)c3[nH]c4ccccc4c32)cc1 (centres undefined)	-11	-3%	8	6	-5	0.4	2	0.0%	-9
CC(=O)N1CCOc2cc(S(=O)(=O)NCc3ccc(C)cc3)c(Cl)cc21	/	-4%	11	8	3	0.6	1	0.8%	5
O=C(CCC(=O)c1ccccc1)NCc1cccc(C(F)(F)F)c1	4	/	4	6	-1	-0.3	1	0.3%	/
CC(C)(C)C(=O)Nc1nnc(SCc2ccc(F)cc2)s1	-8	?	12	-1	-7	0.3	11	-0.3%	-1
CCc1ccc(OCCOCC(O)CNC2CCCC2)cc1 (centres undefined)	-26	-13%	-2	6	-5	0.9	6	-2.4%	3
